# SIRT5 inh: blocks human SIRT5 desuccinylation of peptide. AID 652115. 1.1% of 330,000 active. Purified SirT5, succinyl-peptide AMC, trypsin-coupled fluorescence. inhibition, % at 15 µM; in the data active = inhibition above about 15%; inconclusive = no clear call, values can overlap the other calls
# Target sequence (Q9NXA8 whole entry, looked up): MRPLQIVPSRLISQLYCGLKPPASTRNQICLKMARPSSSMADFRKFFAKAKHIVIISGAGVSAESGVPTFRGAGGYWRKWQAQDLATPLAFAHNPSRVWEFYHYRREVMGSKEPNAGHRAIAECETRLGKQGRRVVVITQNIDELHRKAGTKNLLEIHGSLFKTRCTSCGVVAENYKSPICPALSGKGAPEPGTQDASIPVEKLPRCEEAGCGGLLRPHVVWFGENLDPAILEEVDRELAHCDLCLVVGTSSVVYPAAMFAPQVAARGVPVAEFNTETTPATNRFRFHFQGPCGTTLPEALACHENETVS
# C2C12 statin: protects C2C12 myotubes from simvastatin toxicity. ATP luminescence, 48 h; scaled: DMSO 0, geranylgeraniol control 100. AID 602340. rescue of ATP level, % at 7.49 µM. 0.78% of 330,000 active;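 active = mean ATP rescue above about 67%, or every replicate alone reaching that limit, limit read from the data, passing the limit was not always enough; inconclusive = no clear call, values can overlap the other calls; inactive = mean under the limit and some replicate under it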;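 also: myotubes were challenged with 10 µM simvastatin during compound exposure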
# ARNT TACC3 PPI: ARNT/TACC3 interaction disruption. Q9Y6A5. AlphaScreen His-ARNT PAS-B/GST-TACC3 binding, luminescence; TACC3 fragment carries E629A point mutation. inhibition, % at 9.99 µM. 0.66% of 390,000 active. AID 623870;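 active = mean inhibition of replicates at least 50% and at least half of replicates each reaching 50%; inconclusive = half or more replicates reach 50% but mean below 50%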;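 also: 0% = complete ARNT plus TACC3 wells and 100% = ARNT alone without TACC3; many hits fall short of the cut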
# ERp5 inh: ERp5 (human) disulfide isomerase inhibition; Q15084; ERp5 insulin aggregation, absorbance 650 nm, 90 min; 0.05% of 350,000 active; inhibition, % at 9.99 µM;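 active = mean replicate inhibition above about 25%, with every replicate also reaching it, limit read from the data, passing the limit was not always enough; inconclusive = only one of those two criteria met; inactive = neither criterion met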
# Target sequence (Q15084 whole entry, looked up): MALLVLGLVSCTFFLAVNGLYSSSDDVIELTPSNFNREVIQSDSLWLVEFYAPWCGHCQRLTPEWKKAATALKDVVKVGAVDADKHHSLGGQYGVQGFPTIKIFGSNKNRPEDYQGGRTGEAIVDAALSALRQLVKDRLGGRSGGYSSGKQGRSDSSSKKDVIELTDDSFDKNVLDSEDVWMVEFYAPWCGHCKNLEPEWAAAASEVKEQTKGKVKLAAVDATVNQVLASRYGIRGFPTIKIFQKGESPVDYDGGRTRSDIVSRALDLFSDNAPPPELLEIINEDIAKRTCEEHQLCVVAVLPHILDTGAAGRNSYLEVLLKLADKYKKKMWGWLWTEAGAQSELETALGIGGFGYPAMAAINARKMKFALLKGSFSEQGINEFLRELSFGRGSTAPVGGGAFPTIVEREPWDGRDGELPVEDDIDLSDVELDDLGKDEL
# miR-122 sensor: blocks miR-122 activity in Huh7 sensor cells; Huh7 miR-122 Renilla luciferase sensor, 48 h; neutral wells = 0, positive control = 100; activation (reporter increase), % at 12.5 µM; 0.3% of 340,000 active; AID 602342;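 active = mean replicate activation score at least 90 and every replicate individually at or above 90; inconclusive = only one of the two criteria met; inactive = neither criterion met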;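 also: higher luciferase means less miR-122 activity so hits act as miR-122 inhibitors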
# esBAF inh: inhibitors of esBAF chromatin remodeling in mouse ES cells. Bmi1-luciferase knock-in reporter, 24 h; 100% = twice the neutral-well signal. reporter increase, % at 12.5 µM. 2% of 350,000 active. AID 602393; in the data active = activation above about 40%; inconclusive = no clear call, values can overlap the other calls;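 also: 0% = median of the plate's neutral control wells and 100% = double that signal; a rise in the Bmi1 reporter signal indicates esBAF inhibition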
# Cneo AK release: Cryptococcus neoformans lysis via adenylate kinase release; C. neoformans lysis, adenylate kinase release luminescence, 4 h; normalised: neutral wells 0, clomiphene wells 100; lysis activity, % at 15 µM; 0.2% of 360,000 active; AID 651654;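 active = mean lysis activity across replicates of at least 80%, whatever share of replicates individually reach that level; inactive = mean lysis activity below 80%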
#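 Test system: log-phase Cryptococcus neoformans yeast cells. Input: 5 × 10^6 yeast cells/mL. Medium: fresh YPD growth medium. Doses: single dose. Incubation: static 4 h at 37 °C with compound, 1 h detection. Measured by: luminescent adenylate kinase detection reagent. Read-out: signal increase indicating cell lysis. Benchmarks: Clomiphene.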
# Numbers without * were called inactive; ? = inconclusive; / = not tested or not shown; [ ] = another dose, or the depositor's remark.
SMILES,SIRT5 inh,C2C12 statin,ARNT TACC3 PPI,ERp5 inh,miR-122 sensor,esBAF inh,Cneo AK release
CC(OC(=O)c1cccnc1Cl)C(=O)NCc1ccccc1 (stereo unspecified),-2,15,-8,/,0,-5,0
COc1ccc(S(=O)(=O)CCC(=O)Nc2ccc(OC)cc2OC)cc1,/,-3,10,/,2,-8,-5
Cc1ccc(S(=O)(=O)N(C)C[C@H]2Oc3ccc(NC(=O)Nc4c(C)noc4C)cc3CC(=O)N([C@H](C)CO)C[C@@H]2C)cc1,-1,-2,0,6,-2[16.7 µM],-7,-4
NC(=O)c1cc(NC(=O)c2cc(Br)c(Br)s2)cc(C(N)=O)c1,-2,/,1,-3,/,/,/
Cn1c(=O)cc(OCCCC(=O)N2CCN(Cc3ccc4c(c3)OCO4)CC2)c2ccccc21,/,-3,-1,/,-2,1,1
C[C@H](CO)N1C[C@H](C)[C@@H](CN(C)C(=O)Cc2ccccc2)Oc2cc(-c3ccccc3)ccc2S1(=O)=O,5,-22,-3,1,18[16.7 µM],-5,-2
O=C(c1ccccc1)c1ccc(C(=O)N2CCN(c3ccccc3O)CC2)cc1,/,5,/,-9,30,7,0
Cc1cc(C#N)c(C)n1-c1cc(S(=O)(=O)N2CCOCC2)ccc1N1CCCC1,/,-52,-7,/,-2,-4,-3
COc1ccc(OC)c(-c2cc(C(=O)NCc3ccco3)no2)c1,-3,8,-3,1,32,5,0
CC(C)C1Nc2ccc(C(=O)NCCCN3CCOCC3)cc2NC1=O (stereo unspecified),/,-1,-3,/,/,-7,0
CSc1nc2ncncc2[nH]1,/,-2,2,-10,/,-6,1
O=C(Cn1c(=O)oc2cc(S(=O)(=O)NCc3ccccc3)ccc21)NCc1ccco1,/,/,-5,3,2,-6,1
CC(N=C1NS(=O)(=O)c2ccccc21)C(=O)NCc1ccc2c(c1)OCO2 (stereo unspecified),/,9,-1,/,0,-11,0
CC1CCCN(C(=O)CN2C(=O)C(C)Oc3ccccc32)C1 (stereo unspecified),1,20,1,1,-4,-1,0
NC(=O)Cc1nc(-c2ccccc2)cs1,/,-9,0,/,1,3,1
CCOc1c(Nc2ccccc2O)c(=O)c1=O,-1,/,4,2,/,/,/
OCCNc1nc(-c2cccnc2)nc2ccccc12,/,1,13,/,1,-8,-5
Cc1c(-c2ccc(F)cc2)nc(N)c(C#N)c1-c1ccco1,/,5,-4,/,-8,4,1
COc1ccc(NC(=S)N(CCO)Cc2cc3c(C)cc(C)cc3[nH]c2=O)cc1,-3,1,1,-2,-5,-6,/
CCC(C)NC(=O)C1CCCN(S(=O)(=O)c2ccc3c(c2)CC(C)N3C(=O)C2CC2)C1 (stereo unspecified),1,2,-6,4,10,-3,-1
CCOCCCNC(=O)c1cc2cc3cc(OC)ccc3nc2o1,-21,-15,3,?,-1,10,-2
Cc1ccc2c(c1)C=CC(C)(C)S2=O (stereo unspecified),0,4,-4,-2,-6,4,/
CSc1ccccc1OCc1cc(C(=O)NC2CCOC(C)(C)C2)no1 (stereo unspecified),1,-31,-3,0,-2,0,0
Cc1[nH]c2ccccc2c1C(C[N+](=O)[O-])c1cccs1 (stereo unspecified),-1,/,6,-2,/,/,/
Cc1cc(C(=O)NC(C)Cc2ccccc2)cc(C)c1[N+](=O)[O-] (stereo unspecified),-7,/,/,-15,-2,/,/
# Going on with the list.
SMILES,SIRT5 inh,C2C12 statin,ARNT TACC3 PPI,ERp5 inh,miR-122 sensor,esBAF inh,Cneo AK release
COc1ccc(-c2ccc(OC)c([C@H]3[C@H]4C=CC[C@@H](C)[C@@H]4C(=O)N3Cc3ccccc3)c2)cc1C,-4,-1,-2,4,-1,-6,-2
C[C@H]1CN([C@@H](C)CO)C(=O)c2cccc(NC(=O)C3CCOCC3)c2O[C@@H]1CN(C)C(=O)NC1CCCCC1,7,57,/,2,2[16.7 µM],3,4
C=C(Cl)COc1ccc2c(CCC)cc(=O)oc2c1,/,-12,-19,/,0,-2,2
CC(C)(C)OC(=O)C[C@@H]1C/C=C\C[C@@H](CC(=O)NCCO)C(=O)N2CCC[C@H]2COC1=O,/,6,-10,-1,7,-2,2
C[C@H]1CN([C@@H](C)CO)C(=O)c2cc(C#Cc3cccc(F)c3)cnc2O[C@H]1CN(C)CC1CCOCC1,-3,-19,-7,-3,-2[16.7 µM],0,6
Cc1noc(C)c1C(=O)Nc1ccccc1C(=O)NCCc1ccccc1,-5,8,4,4,/,6,-2
CCc1ccc(N2CC(C(=O)Nc3cccnc3)CC2=O)cc1 (stereo unspecified),/,6,13,/,-5,-1,-2
C[C@@H]1CN([C@@H](C)CO)S(=O)(=O)c2ccc(C3=CCCC3)cc2O[C@H]1CN(C)C(=O)c1ccccc1,1,-80,-1,-3,-5[16.7 µM],-6,-1
O=C(NCc1cccc(Cl)c1)C1CCCN(c2ncnc3c2nc2n3CCCCC2)C1 (stereo unspecified),-6,11,-5,5,10,12,-19
Cc1ccc(C(O)c2ccncc2)cc1 (stereo unspecified),-2,/,-6,4,/,/,/
CC(C(=O)Nc1ncn[nH]1)N1C(=O)c2ccccc2C1=O (stereo unspecified),/,8,2,/,-1,-9,1
O=CN1CCN(C(=S)NC(=O)c2ccc(Cl)cc2)CC1,2,/,6,2,-10,/,1
Cc1noc(C)c1S(=O)(=O)N(C)C[C@H]1OCCCC[C@@H](C)Oc2ccc(NC(=O)NC3CCCCC3)cc2C(=O)N([C@@H](C)CO)C[C@@H]1C,5,/,-23,9,0[16.7 µM],0,53
O=C1C(Cl)=C(NCCc2ccccc2)C(=O)N1CCc1ccccc1,/,164*,-8,/,-9,?,1
COCCN(C(=O)COC(=O)C1COc2ccccc2O1)c1c(N)n(Cc2ccccc2)c(=O)[nH]c1=O (stereo unspecified),2,/,-1,1,/,/,/
CC(=O)c1cccc(NC(=O)C2CCCC2)c1,/,3,/,/,38,-11,-9
CN1CCN(NC(=S)Nc2ccccc2)CC1,-1,/,/,1,0,/,/
Cc1ccc(NC(=O)C2CC(=O)OC23CCOC(C)(C)C3)cc1 (stereo unspecified),/,7,-4,/,-1,-4,1
Cc1cccc(Nc2cc(=O)n(C)c(=O)[nH]2)c1,-5,11,-4,-14,/,-8,-1
CCOc1ccc(-c2nn(-c3ccccc3)cc2/C=C2\SC(=S)N(C3CCS(=O)(=O)C3)C2=O)cc1 (stereo unspecified),/,-6,-7,/,8,-3,-1
COC(=O)Cn1nc(-c2ccccc2)c2ccccc2c1=O,/,1,-4,/,0,-7,/
Cn1cnc(CCNC(=O)C[C@H]2CC[C@H]3[C@@H](COC[C@@H](O)CN3C(=O)C3CCCC3)O2)c1,4,-2,3,4,0[16.7 µM],-2,-2
Nc1nc2ccc(N3CCOCC3)cc2s1,/,-110,4,/,1,-16,-5
CCN(C(=O)COC(=O)c1cc(C)n(-c2ccc(F)cc2)c1C)C1CCS(=O)(=O)C1 (stereo unspecified),/,-4,0,/,-5,/,-1
Fc1ccc(Nc2nc(N3CCOCC3)nc(N3CCOCC3)n2)cc1Cl,1,-44,-4,-11,-5,-7,0

# Part of the list above in a different format:
Structure	SIRT5 inh	C2C12 statin	ARNT TACC3 PPI	ERp5 inh	miR-122 sensor	esBAF inh	Cneo AK release
O=C1C(Cl)=C(NCCc2ccccc2)C(=O)N1CCc1ccccc1	/	164*	-8	/	-9	?	1
CCN(C(=O)COC(=O)c1cc(C)n(-c2ccc(F)cc2)c1C)C1CCS(=O)(=O)C1 (stereo unspecified)	/	-4	0	/	-5	/	-1
CC(C(=O)Nc1ncn[nH]1)N1C(=O)c2ccccc2C1=O (stereo unspecified)	/	8	2	/	-1	-9	1
C=C(Cl)COc1ccc2c(CCC)cc(=O)oc2c1	/	-12	-19	/	0	-2	2
O=CN1CCN(C(=S)NC(=O)c2ccc(Cl)cc2)CC1	2	/	6	2	-10	/	1

# Remaining list, next part:
SMILES,SIRT5 inh,C2C12 statin,ARNT TACC3 PPI,ERp5 inh,miR-122 sensor,esBAF inh,Cneo AK release
COCc1[nH][nH]c(=O)c1C=Nc1ccc(OC(F)(F)F)cc1,3,12,1,-1,-4,0,1
CNC(=O)CSc1ncnc2c1cnn2-c1ccccc1,2,/,-15,1,/,/,/
O=C(CSc1nnc(Cc2cccs2)n1Cc1ccco1)Nc1ccc(Cl)cc1Cl,/,11,1,/,21,-9,-1
CCCNC(=O)C1(C)CCN(C(=O)c2cccnc2Oc2ccccc2)C1 (stereo unspecified),/,7,/,5,0,1,-2
CC(C)NC(=O)N(C)C[C@@H]1Oc2ccc(NC(=O)Nc3cccc4ccccc34)cc2C(=O)N([C@@H](C)CO)C[C@H]1C,0,3,-7,-4,-2[16.7 µM],-3,1
O=C1NC[C@H](Cc2ccccc2)N(C[C@@H]2CCCN2C[C@H](Cc2ccccc2)N2C[C@H](Cc3ccccc3)N(CCc3ccccc3)C(=O)C2=O)C1=O,-4,-8,/,-4,63,-10,-2
COc1ccc(CN(C)C[C@@H]2OCCCC[C@H](C)Oc3ccc(NS(=O)(=O)c4ccc(OC)cc4)cc3C(=O)N([C@H](C)CO)C[C@H]2C)cc1,/,/,-4,/,-1[16.7 µM],-2,-1
Cc1csc(SCC(=O)Nc2ccccc2C)n1,-4,2,/,-10,0,2,2
CC(=O)c1ccccc1NC(=O)COC(=O)C1COc2ccccc2O1 (stereo unspecified),/,4,/,11,-1,0,4
Cc1ccc2oc(C(=O)N3CCN(C)C[C@@H]3C(C)C)c(C)c2c1,0,-4,3,4,-8,14,-1
CCOc1ccccc1Nc1cc(C)nc2nc(C)nn12,2,3,/,4,1,1,0
CS(=O)(=O)N(CC(=O)NCCc1ccccc1)C1CCCCC1,/,-2,-2,/,-4,0,-1
C[C@@H]1CN([C@H](C)CO)C(=O)c2cc(NC(=O)CCN3CCOCC3)ccc2O[C@H]1CN(C)C(=O)Nc1ccc(C(F)(F)F)cc1,2,2,22,0,-17[16.7 µM],-6,4
COc1ccc(-c2noc(CN3CCN(c4ccccc4F)CC3)n2)cc1OC,/,16,25,/,-3,-34,1
O=C(Nc1cc(F)ccc1F)N1C[C@@H]2[C@H](c3ccccc31)[C@@H](CO)N2C(=O)c1ccccc1,-3,-3,-1,2,0[16.7 µM],2,1
C[C@H]1CN([C@@H](C)CO)S(=O)(=O)c2ccc(-c3cncnc3)cc2O[C@@H]1CN(C)C,-1,-4,3,5,15[16.7 µM],5,0
Cc1ccc(S(=O)(=O)Nc2ccc3c(c2)C(=O)N([C@@H](C)CO)C[C@H](C)[C@H](CN(C)S(=O)(=O)c2ccc(F)cc2)OCCCC[C@@H](C)O3)cc1,18*,/,10,-4,11[16.7 µM],8,-2
O=C(CNc1cc(S(=O)(=O)N2CCOCC2)ccc1N1CCOCC1)Nc1cccc(C(F)(F)F)c1,-6,5,4,5,8,0,0
Cc1c(NC(=S)NC(=O)CCc2ccccc2)c(=O)n(-c2ccccc2)n1C,-15,-4,-3,0,18,1,4
CCCc1ccc2oc(C(=O)N3CCC[C@H]3CO)c(C)c2c1,/,-13,-3,3,-4,57*,-4
COc1ccc(OC)c(NC(=O)C2CC(/C=C/c3ccccc3)=NO2)c1 (stereo unspecified),-3,-4,0,4,/,-4,2
CCOCCNC(=O)c1ccccc1C(=O)NCCOCC,/,0,6,/,0,-3,2
CCNc1nc(NC(C)CC)nc(Oc2ccc(OCC)nn2)n1 (stereo unspecified),-3,35,-5,-1,-5,-12,-1
CC(=O)Nc1cc(-c2cccc(N)c2)cn2c(-c3ccc(C(C)=O)cc3)cnc12,9,-23,/,2,-2,6,1

# Among those listed so far, two contain a nitro group on carbon.
SMILES,SIRT5 inh,C2C12 statin,ARNT TACC3 PPI,ERp5 inh,miR-122 sensor,esBAF inh,Cneo AK release
Cc1[nH]c2ccccc2c1C(C[N+](=O)[O-])c1cccs1 (stereo unspecified),-1,/,6,-2,/,/,/
Cc1cc(C(=O)NC(C)Cc2ccccc2)cc(C)c1[N+](=O)[O-] (stereo unspecified),-7,/,/,-15,-2,/,/

# Source: PubChem BioAssay

# Outcome played no part in choosing rows (roughly 4% active in at least one column).
